Compound activity from PubChem.
CCHFV vOTU inh: CCHFV vOTU protease inhibition. Pep-AMC fluorescence. inhibition, % at 11.5 µM. 370,000 compounds, 0.55% hits. AID 651958; in the data active = inhibition above about 30%; also: 0% = vehicle wells with enzyme and 100% = no enzyme wells
MazF activator: activators of E. coli MazEF toxin-antitoxin RNase. P0AE70. FAM/BHQ RNA-DNA oligo cleavage fluorescence, 5 h. activation, % at 20 µM. 350,000 compounds, 0.32% hits. AID 504720; in the data active = activation above about 50%
Target sequence (P0AE70 whole entry, looked up): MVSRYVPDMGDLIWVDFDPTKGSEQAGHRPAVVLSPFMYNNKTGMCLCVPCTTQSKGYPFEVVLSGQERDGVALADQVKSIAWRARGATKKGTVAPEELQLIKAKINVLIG
TcdB inh: inhibitors of Clostridioides difficile toxin B glycohydrolase; P18177; TcdB glycohydrolase enzymatic assay, plate reader; inhibition, % at 9.99 µM; 350,000 compounds, 0.24% hits; in the data active = inhibition above about 10%
BH1578 lux ind: quorum light induction in luxS cqsA deficient V. cholerae; V. cholerae BH1578 lux reporter, luminescence, 6 h; activation, % at 18.7 µM; 350,000 compounds, 0.16% hits; AID 588436; in the data active = activation mostly above about 9.7%, no sharp cut-off; also: not every result past the cut was called active; inactives centre near 0; reference of the scale not given here
PrPC surface inh: cell surface PrPC inhibition, primary TR-FRET screen. P04156. TR-FRET read-out. inhibition, % at 13.8 µM. 370,000 compounds, 0.43% hits; in the data active = inhibition above about 24%; also: 0% = median of the test wells and 100% = reference compound wells
Yp Topo-I inh: Y. pestis Topo-I inhibition via cleavage products; 360,000 compounds, 0.064% hits; activity, % at 10 µM; AID 504884; Y. pestis Topo-I cleavage product accumulation, plate reader; in the data active = activity above about 50%, passing the limit was not always enough; also: inactives centre near 2
SSB-PriA inh: inhibitors of Klebsiella pneumoniae PriA binding to SSB C-terminal tail | AlphaScreen SSBct-PriA binding, biotinylated peptide | 430,000 compounds, 0.6% hits | inhibition, % at 33 µM; in the data active = inhibition mostly above about 37%, no sharp cut-off; inactive = mostly below about 20%;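 also: plate controls were negative control peptide for no effect and reference peptide for full effect; strong numbers were not always called active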
VHR inh abs: blocks human VHR1 dual specificity phosphatase | 290,000 compounds, 0.52% hits | P51452 | recombinant VHR phosphatase, pNPP absorbance | inhibition, % at 13.3 µM; in the data active = inhibition above about 50%; also: some compounds called inactive have numbers as strong as hits
Target sequence (P51452 whole entry, looked up): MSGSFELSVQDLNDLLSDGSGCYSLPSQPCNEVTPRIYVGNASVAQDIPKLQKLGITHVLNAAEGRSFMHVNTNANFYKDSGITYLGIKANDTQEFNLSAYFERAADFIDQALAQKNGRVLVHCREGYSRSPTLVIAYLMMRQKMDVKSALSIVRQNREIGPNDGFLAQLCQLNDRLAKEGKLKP
Rv3671c protease: inhibitors of M. tuberculosis serine protease Rv3671c. 320,000 compounds, 0.048% hits. inhibition, % at 5.96 µM. P9WHR9; in the data active = inhibition above about 38%;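 also: extracellular domain of Rv3671c used as enzyme; 0% = enzyme with DMSO and 100% = no enzyme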
Target sequence (P9WHR9 whole entry, looked up, the tested form may be a part): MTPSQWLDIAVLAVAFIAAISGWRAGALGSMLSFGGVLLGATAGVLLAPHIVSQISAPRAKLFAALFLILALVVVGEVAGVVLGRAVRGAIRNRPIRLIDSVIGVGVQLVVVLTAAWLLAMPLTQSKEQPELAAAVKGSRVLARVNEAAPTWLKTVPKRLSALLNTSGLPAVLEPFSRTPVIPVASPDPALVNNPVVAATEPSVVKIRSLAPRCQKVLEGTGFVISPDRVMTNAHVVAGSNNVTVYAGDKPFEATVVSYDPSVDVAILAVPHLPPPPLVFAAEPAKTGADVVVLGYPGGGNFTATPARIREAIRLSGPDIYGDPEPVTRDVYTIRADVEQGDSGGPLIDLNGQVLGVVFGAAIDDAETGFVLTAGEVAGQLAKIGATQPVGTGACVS
SARS 3CLpro inh: SARS-CoV 3CLpro protease inhibition; P0C6X7; inhibition, % at 6 µM; 290,000 compounds, 0.14% hits; recombinant SARS-CoV 3CLpro, quenched FRET peptide cleavage; in the data active = inhibition above about 12%
Starred values were filed as active, the others as inactive; i = inactive; x = no result given; & = joins results of further samples.

SMILES	CCHFV vOTU inh	MazF activator	TcdB inh	BH1578 lux ind	PrPC surface inh	Yp Topo-I inh	SSB-PriA inh	VHR inh abs	Rv3671c protease	SARS 3CLpro inh
COc1ccc(/C(=N/O)C(C)(C)NO)cc1	-2	30	x	x	-1	5	x	-15	-3	-2
COc1ccc(CN(C)Cc2ccccc2)c(OC)c1OC	-1	-1	x	-0.2	8	-2	-10	-8	6	0
CCOC(=O)C1=C(C)C/C(=N\NC(=O)c2ccccc2O)CC1	1	4	1.2	1.2	0	0	x	1	10	2
CC1=NN(Cc2ccccc2)C(=O)C1C(c1ccccc1)C(C#N)C#N (stereo unspecified)	3	0	x	i	-22	-3	9	11	2	3
Cc1c(NC(=O)C(C)Sc2nccn2C)c(=O)n(-c2ccccc2)n1C (stereo unspecified)	10	-1	1.1	-0.3	8	0	-7	x	11	x
Cc1ccc(C)c2nc(N3CCCC3)c(C#N)cc12	-7	1	x	-0.3	-6	9	-1	18	-7	0
CC(C)N1CCN(CC2COc3ccccc3O2)CC1 (stereo unspecified)	11	-14	1.6	i	-11	-1	3	17	-3	4
O=C(CNC(=O)c1ccc(Cl)cc1Cl)NCC(=O)Nc1ccccc1N1CCOCC1	8	11	x	-0.5	4	3	2	15	4	2
CC1=CCP(=O)(c2ccccc2)C1 (stereo unspecified)	-8	0	x	x	4	-1	-4	25	-3	-4
C=C(c1ccc(OCCO)cc1)c1ccc(OCCO)cc1	-4	5	x	-0.6	5	0	5	9	1	-1
CC(=O)Nc1ccc(S(=O)(=O)N2CCN(c3ccccn3)CC2)cc1	-5	2	x	-0.4	4	-3	-3	-6	3	-3
Cc1cccc(NC(=O)N(Cc2nc3ccccc3c(=O)[nH]2)C2CCCC2)c1	11	1	x	i	8	3	6	23	4	2
O=C(c1ccc(O)c(Cl)c1)N1CCN(S(=O)(=O)c2ccccc2)CC1	-6	4	0.8	-0.3	5	-7	9	2	2	0
O=C(c1ccco1)N1CCC(c2nc3c(nnn3Cc3c(Cl)cccc3Cl)c(=O)[nH]2)CC1	-6	7	-0.2	-0.9	1	36	-5	-1	5	0
Cc1cc(C)cc(N(C(=O)c2snc(C(N)=O)c2N)C(C(=O)NCC2CCCO2)c2cccs2)c1 (stereo unspecified)	-17	3	1.0	0.0	2	29	-9	-5	3	0
CCS(=O)(=O)c1ccc(O)c(NC(=O)/C=C/c2ccc(Cl)cc2)c1	5	4	0.6	-0.6	-6	0	5	7	-4	5
CC1=C(C(=O)Nc2ccccn2)C(c2cn(C)nc2C)C2=C(CCCC2=O)N1 (stereo unspecified)	-50	1	-0.6	i	-1	7	-16	3	0	-2
CCCC1CC(C#N)N(N(C)C)C1=C(C#N)C#N (stereo unspecified)	-3	5	0.7	1.1	4	0	-19	-14	4	-1
CCCCOC(=O)C1C2C=C[C@]3(CN(C(C)c4ccc(OC)cc4)C(=O)[C@H]13)O2 (stereo partly specified)	1	-6	x	i	-5	-12	5	21	4	-5
COc1cc(/C=N/NC(=O)c2ccccc2O)ccc1OCC(=O)Nc1ccccc1	-4	7	-0.9	1.5	7	5	x	23	-28	1

Reformatted in markdown: part of the list above
| smiles | CCHFV vOTU inh | MazF activator | TcdB inh | BH1578 lux ind | PrPC surface inh | Yp Topo-I inh | SSB-PriA inh | VHR inh abs | Rv3671c protease | SARS 3CLpro inh |
| --- | --- | --- | --- | --- | --- | --- | --- | --- | --- | --- |
| Cc1cc(C)cc(N(C(=O)c2snc(C(N)=O)c2N)C(C(=O)NCC2CCCO2)c2cccs2)c1 (stereo unspecified) | -17 | 3 | 1.0 | 0.0 | 2 | 29 | -9 | -5 | 3 | 0 |
| CCS(=O)(=O)c1ccc(O)c(NC(=O)/C=C/c2ccc(Cl)cc2)c1 | 5 | 4 | 0.6 | -0.6 | -6 | 0 | 5 | 7 | -4 | 5 |
| CC1=C(C(=O)Nc2ccccn2)C(c2cn(C)nc2C)C2=C(CCCC2=O)N1 (stereo unspecified) | -50 | 1 | -0.6 | i | -1 | 7 | -16 | 3 | 0 | -2 |
| CCCC1CC(C#N)N(N(C)C)C1=C(C#N)C#N (stereo unspecified) | -3 | 5 | 0.7 | 1.1 | 4 | 0 | -19 | -14 | 4 | -1 |

Going on with the list.
SMILES	CCHFV vOTU inh	MazF activator	TcdB inh	BH1578 lux ind	PrPC surface inh	Yp Topo-I inh	SSB-PriA inh	VHR inh abs	Rv3671c protease	SARS 3CLpro inh
CC1(C)CC(=O)C(C=NCCc2ccccn2)=C(O)C1	-9	0	1.1	i	-3	8	-11	3	-4	3
CCCCc1cc(=O)oc2cc(OCC(=O)NC3CCN(Cc4ccccc4)CC3)ccc12	-11	-7	-0.5	i	-1	19	-8	-6	-10	1
O=C(NC(=S)Nc1ccccc1N1CCOCC1)c1ccco1	-18	-3	x	3.7	-4	-1	-10	-8	-2	1
COc1ccc2nc(NC(=O)c3cc(S(=O)(=O)N4CCOCC4)ccc3C)sc2c1	4	-7	x	-4.6	9	20	3	35	-11	4
COc1cc(C(=O)NC2CCN(CC(=O)Nc3cccc(C)c3C)CC2)cc(OC)c1OC	1	4	0.5	-0.5	8	29	-7	-4	2	-9
CCOC(=O)N1CCN(C(=O)CSCC(=O)N=c2sc3ccccc3n2C)CC1	x	-10	x	i	x	-6	-8	-3	-6	-2
O=C(O)c1cccc(S(=O)(=O)Nc2ccc(Cc3ccncc3)cc2)c1	6	-3	-20	i	5	-10	-9	x	4	x
c1ccc(CCc2nc(-c3cccnc3)no2)cc1	0	-2	x	6.7	-7	2	-29	4	3	2
CN(CC(=O)Nc1ccc(Cl)cc1)S(=O)(=O)c1ccc2c(c1)n(C)c(=O)c(=O)n2C	3	-15	0.5	i	-1	-7	-11	-12	5	0
COc1ccc(C(=O)c2sc3nc(-c4ccc(OC)cc4)ccc3c2N)cc1	-10	-48	0.8	i	-7	-6	1	12	3	-2
O=C(O)CSC(C(=O)Nc1ccc(Br)cc1)c1ccc(Cl)cc1 (stereo unspecified)	-3	3	1.9	-0.2	-4	-1	-17	12	-7	2
Cc1cccc2sc(N(CCCN(C)C)C(=O)CN3C(=O)c4ccccc4C3=O)nc12	12	28	1.5	-0.7	2	-8	8	-3	-3	4
COCCCNC(=O)Cc1coc2ccc3ccccc3c12	1	0	0.6	i	-9	-14	0	22	-2	5
CC(C)(CNC(=O)Cc1ccc(Br)cc1)N1CCOCC1	4	4	1.0	-0.6	1	1	-3	30	-2	2
Cc1ccc(S(=O)(=O)CC(O)COc2ccc(F)cc2Cl)cc1 (stereo unspecified)	-1	2	3.0	-0.6	4	10	-4	36	-5	-2
COC(=O)CSCc1nc2ccccc2[nH]c1=O	-2	14	-1.2	x	-6	-3	-4	8	0	-6
CC(=O)OC[C@]12CCC(C)=C[C@H]1O[C@@H]1[C@H](O)[C@@H](OC(C)=O)[C@@]2(C)[C@]12CO2	4	-4	0.0	-0.1	88*	-3	-1	14	4	x
NC(=O)c1c(NC(=O)c2cccnc2)sc2c1CCCCC2	-13	7	0.2	-0.9	-3	8	-4	22	-7	-2
COc1ccc(OC)c(CN2CCN(c3ccc(S(=O)(=O)N4CCCC4)cn3)CC2)c1	1	0	8.7	i	4	23	-6	x	11	x
CCCCSc1nc(CCC)cc(=O)[nH]1	17	1	x	x	2	6	-9	5	-5	1
CCOC(=O)C(NC(=O)CC(C)C)(Nc1sc2c(c1C(N)=O)CCCC2)C(F)(F)F (stereo unspecified)	-8	0	0.4	-0.3	1	-8	9	3	-1	-4
CC1CCN(c2ccc([N+](=O)[O-])cc2C(=O)NCC2CCCO2)CC1 (stereo unspecified)	20	-3	0.5	i	-33	1	-6	2	-11	1
COc1cccc(C2C(C(=O)OC(C)C)=C(C)N=c3s/c(=C\c4ccc(C(=O)O)cc4)c(=O)n32)c1 (stereo unspecified)	0	-14	1.2	-0.2	-4	11	x	7	-2	8
Cc1nc2ncnn2c(C)c1CCC(=O)N1CCc2ccccc21	0	-3	x	-0.1	-1	-4	-6	-4	1	0
COCc1cc(C)nc(SCC(=O)Nc2cc(C(F)(F)F)ccc2N2CCOCC2)c1C#N	0	-9	1.5	-0.4	-3	17	7	-7	-4	2
C[C@H]1CN([C@@H](C)CO)C(=O)CCCn2nncc2CO[C@H]1CN(C)C(=O)c1ccc(N2CCN(C)CC2)cc1	1	6	0.7&-0.8&1.5	i	-3	-2	x	x	x	x
COc1ccccc1C(=O)NNC(=O)C(=O)NC1CCCCC1	4	-18	-0.7	-0.1	2	9	-18	22	2	0
CC(NC(=O)CN(C)Cc1nc2ccccc2c(=O)[nH]1)c1ccccc1 (stereo unspecified)	-13	7	x	i	0	-2	-18	16	-5	-1
COC(=O)Cc1ccc(NC(=S)N2CCCC(CO)C2)cc1 (stereo unspecified)	3	1	1.4	-0.2	-5	-3	-5	18	0	2
CSc1nc(C)cc(SCC(=O)N/N=C/c2ccccc2)n1	4	12	-0.2	-0.1	-4	3	x	4	-10	5
C=CCNc1nc(-c2ccc(Cl)cc2)cs1	13	-2	x	6.2	-5	4	-13	19	7	1
Fc1cccc(Cc2noc(CN3CCOCC3)n2)c1	-6	5	2.3	i	-1	1	-14	14	6	2
Cc1ccc(CNC(=O)CCCCn2c(=O)[nH]c3ccsc3c2=O)cc1	11	1	2.5	0.4	2	0	-10	13	-6	0
N#Cc1c(C(F)(F)F)cc(-c2cccs2)nc1N1CCCCC1	-2	-6	5.3	-0.9	-6	-1	-16	17	1	0
Nc1nc2ccc(S(=O)(=O)N3CCCCC3)cc2s1	-1	-1	-0.3	-0.3	2	-5	-8	49	-3	-2
Cc1ccc(/C(N)=N/OC(=O)Oc2ccccc2)cc1	-4	2	x	i	-4	5	x	17	-2	1
O=C(C(Cc1ccccc1)n1cccc1)N1CCCCC1 (stereo unspecified)	0	5	0.6	-0.4	9	4	-3	19	-11	-3
C=CCNC(=S)/C(=C(\[O-])c1ccc(Cl)cc1)[n+]1ccccc1	5	11	-0.5	-0.2	4	-7	-4	13	6	6
CCCCCCCNC(=O)C1(CC2CC(c3ccc(Cl)cc3)=NO2)CCNCC1 (stereo unspecified)	13	17	3.0	i	-18	18	-7	-3	-4	5

Seven structures already listed, ordered by molecular weight, ascending:
SMILES	CCHFV vOTU inh	MazF activator	TcdB inh	BH1578 lux ind	PrPC surface inh	Yp Topo-I inh	SSB-PriA inh	VHR inh abs	Rv3671c protease	SARS 3CLpro inh
Cc1ccc(/C(N)=N/OC(=O)Oc2ccccc2)cc1	-4	2	x	i	-4	5	x	17	-2	1
Fc1cccc(Cc2noc(CN3CCOCC3)n2)c1	-6	5	2.3	i	-1	1	-14	14	6	2
O=C(C(Cc1ccccc1)n1cccc1)N1CCCCC1 (stereo unspecified)	0	5	0.6	-0.4	9	4	-3	19	-11	-3
CSc1nc(C)cc(SCC(=O)N/N=C/c2ccccc2)n1	4	12	-0.2	-0.1	-4	3	x	4	-10	5
N#Cc1c(C(F)(F)F)cc(-c2cccs2)nc1N1CCCCC1	-2	-6	5.3	-0.9	-6	-1	-16	17	1	0
Cc1ccc(CNC(=O)CCCCn2c(=O)[nH]c3ccsc3c2=O)cc1	11	1	2.5	0.4	2	0	-10	13	-6	0
CCCCCCCNC(=O)C1(CC2CC(c3ccc(Cl)cc3)=NO2)CCNCC1 (stereo unspecified)	13	17	3.0	i	-18	18	-7	-3	-4	5

A portion of the library; rates above refer to the full screens.
